14-3-3 PPI: 14-3-3 gamma protein interaction modulation; P61981; FP, 14-3-3gamma / TMR-pS259-Raf peptide binding; inhibition, % at 40 µM; 160,000 tested, 0.19% active; AID 422; in the data active = inhibition above about 30%;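 also: 0% = protein plus tracer without compound and 100% = blank with tracer alone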
Target sequence (P61981 whole entry, looked up): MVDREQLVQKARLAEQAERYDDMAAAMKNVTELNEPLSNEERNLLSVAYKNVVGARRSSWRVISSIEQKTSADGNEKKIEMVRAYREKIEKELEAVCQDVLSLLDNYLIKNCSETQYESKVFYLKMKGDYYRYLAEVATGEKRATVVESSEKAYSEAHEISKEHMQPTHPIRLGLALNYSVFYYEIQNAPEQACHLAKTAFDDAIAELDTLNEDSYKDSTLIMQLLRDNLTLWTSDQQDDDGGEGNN
* = called active by the depositor; & = joins results of further samples. A portion of the library; count on the stated rates, not on these rows.

Screening COC(=O)c1ccc(NC(=O)C2CC(=O)N(Cc3ccc4c(c3)OCO4)C(=Nc3cccc(C(F)(F)F)c3)S2)cc1 (stereo unspecified) returned 14-3-3 PPI -27.7.
For CCOC(=O)CNc1c(-c2ccc(F)cc2)nc2cnccn12 the results were 14-3-3 PPI -11.9.
`Cc1ccc(C(C)C)c(Oc2ccc(N3C(=O)C4C5C=CC(C5)C4(C)C3=O)cc2)c1` (stereo unspecified) gave 14-3-3 PPI -2.6.
Screening CC(C)CCC1=NN(C(=O)C(C)C)C(O)(C(F)(F)F)C1 (stereo unspecified) returned 14-3-3 PPI -1.2.
`O=C(c1ccccc1)N1CN(C(=O)c2ccccc2)CN(C(=O)c2ccccc2)C1` gave 14-3-3 PPI -0.4.
For Cc1ccc(NC(=O)C2C3C=CC4(CN(Cc5cccnc5)C(=O)C24)O3)cc1 (stereo unspecified) the results were 14-3-3 PPI -2.4.
`c1ccc(N2CCN(c3nc4ccccc4n4nnnc34)CC2)cc1` gave 14-3-3 PPI -41.3.
Screening CCN(CC)S(=O)(=O)c1cccc(-c2nnc(-c3cccc([N+](=O)[O-])c3)o2)c1 returned 14-3-3 PPI 15.9.
Screening CCC(C)NC(=O)c1ccc2c(=O)n(CCN(CC)CC)c(=S)[nH]c2c1 (stereo unspecified) returned 14-3-3 PPI -2.8.
Screening O=C1c2ccccc2C(=O)C1c1ccnc2ccccc12 returned 14-3-3 PPI -14.0.
`CC(C)c1ccc(NC(=O)c2cc(S(=O)(=O)N3CCN(c4ccccc4F)CC3)ccc2F)cc1` gave 14-3-3 PPI 7.5.
COc1cc(OC)cc(C(=O)NCc2ccc3c(c2)OCO3)c1 was read as 14-3-3 PPI 4.2.
CCc1ccc(N2CC(C(=O)Nc3nccs3)CC2=O)cc1 (stereo unspecified) was read as 14-3-3 PPI -7.0.
CCC(C)NC(=O)Cn1cnc2sc(C)c(S(=O)(=O)N3CCOCC3)c2c1=O (stereo unspecified) was read as 14-3-3 PPI 4.7.
Cn1c(SCC(=O)c2ccc3c(c2)OCO3)nnc1C1COc2ccccc2O1 (stereo unspecified) was read as 14-3-3 PPI -6.9.
`Cc1csc(NC(=O)Nc2ccc(Cl)cc2)n1` gave 14-3-3 PPI -2.9.
O=C1CCC(=O)N1CNc1cccnc1 was read as 14-3-3 PPI -4.8.
For C1CCN(CC23CC4CCC(CC(C4)C2)C3)C1 the results were 14-3-3 PPI 8.5.
COc1ccc(OC)c(-c2nnc(SCC(=O)N3CCOCC3)o2)c1 was read as 14-3-3 PPI -4.3.
`CN1CCN(C(=O)CN2CCN(Cc3cccc(Cl)c3)C2=O)CC1` gave 14-3-3 PPI 6.1.
Screening CCc1ccc(S(=O)(=O)Nc2ccc3oc(C)c(C(=O)OCCOC)c3c2)cc1 returned 14-3-3 PPI -13.3.
Screening CCOc1ccc(NS(=O)(=O)c2ccc3c(c2)CC(C)N3C(C)=O)cc1 (stereo unspecified) returned 14-3-3 PPI 1.5.
`Cc1ccc(CNC(=O)c2cccnc2SCc2cccc(Br)c2)cc1` gave 14-3-3 PPI -7.4.
Screening COc1cc(C(c2c(C)[nH][nH]c2=O)c2c(C)[nH][nH]c2=O)ccc1OC(C)C returned 14-3-3 PPI -6.2.
Screening O=c1[nH]c2cc([N+](=O)[O-])ccc2c(O)c1[N+](=O)[O-] returned 14-3-3 PPI -8.3.
Screening Cc1ccc(NS(=O)(=O)c2cc(C(=O)Nc3ccc([N+](=O)[O-])cc3)ccc2C)cc1 returned 14-3-3 PPI -18.6.
`COc1ccc(-n2nc(C(=O)Nc3ccc(OC)c(Cl)c3)c3ccccc3c2=O)cc1` gave 14-3-3 PPI 2.0.
Cc1nn(-c2ccccc2)c2sc(C(=O)N(CC(=O)NC3CCCC3)Cc3ccco3)cc12 was read as 14-3-3 PPI -3.4.
Screening CCN1C(=O)C(CC(=O)NC2CCCCC2)N(CC)C1=O (stereo unspecified) returned 14-3-3 PPI 3.5.
`CC(C)Cn1cc(C(=O)NCCN2CCc3ccccc3C2)c2c3ccccc3n(C)c2c1=O` gave 14-3-3 PPI -5.7.
For CC(C)OCCCNC(=O)c1cc2c(=O)[nH]c3ccccc3c2s1 the results were 14-3-3 PPI -11.6.
Screening CCCCOC(=O)C1=C(C)N(C)C(=O)NC1c1cccc([N+](=O)[O-])c1 (stereo unspecified) returned 14-3-3 PPI 2.9.
`O=C1C=C(c2cccs2)CC(c2ccccc2)C1n1cnc([N+](=O)[O-])n1` (stereo unspecified) gave 14-3-3 PPI -9.7.
O=C(CCSc1nc(-c2ccc3c(c2)OCO3)cc(C(F)(F)F)n1)NCc1ccco1 was read as 14-3-3 PPI 0.0.
For Clc1cccc(-c2nc(-c3ccncc3)no2)c1 the results were 14-3-3 PPI -1.8.
`CCOC(=O)NCc1ccc(S(=O)(=O)Nc2ccccc2C)cc1` gave 14-3-3 PPI -6.9.
CC(O)CNc1nc2c(c(=O)n(C)c(=O)n2C)n1C/C=C/c1ccccc1 (stereo unspecified) was read as 14-3-3 PPI -9.4.
For COc1ccccc1NC(=O)c1c(NCc2cccs2)sc2c1CCCC2 the results were 14-3-3 PPI -31.1.
For O=C(O)CC(Nc1nc2ncn(Cc3ccccc3)c2c(=O)[nH]1)C(=O)O (stereo unspecified) the results were 14-3-3 PPI -2.6.
`Cc1cc(C(=O)OCC(=O)NC2CCS(=O)(=O)C2)c(C)n1-c1ccccc1` (stereo unspecified) gave 14-3-3 PPI -6.6.
For NC(=O)c1ccc(-n2nnnc2SCc2ccccc2)cc1 the results were 14-3-3 PPI -1.6.
For COC(=O)C1=C(CSc2nncn2C)NC(=O)NC1c1cc(C)ccc1C (stereo unspecified) the results were 14-3-3 PPI -4.2.
`CCC(C)OC(=O)c1[nH]c2c(c1C)C(=O)CC(c1ccc(N(C)C)cc1)C2` (stereo unspecified) gave 14-3-3 PPI 1.3.
For COc1ccccc1CNC(=O)c1ccc(Cn2c(=O)c3ccccc3n(Cc3ccc(F)cc3)c2=O)cc1 the results were 14-3-3 PPI -5.5.
O=S(=O)(NCCc1cn2ccccc2n1)c1cccs1 was read as 14-3-3 PPI -2.8.
For O=C(CCn1c(=O)[nH]c2ccsc2c1=O)NCc1ccc2c(c1)OCO2 the results were 14-3-3 PPI -11.9.
COc1ccc(-c2cc(C(F)(F)F)c(C#N)c(SCC(=O)Nc3ccc(C)cc3)n2)cc1 was read as 14-3-3 PPI -6.9.
Screening Cc1cc2oc(C(=O)N(Cc3ccco3)C3CCS(=O)(=O)C3)cc(=O)c2cc1Cl (stereo unspecified) returned 14-3-3 PPI -9.8.
Screening Cc1ccc(S(=O)(=O)N=C(c2ccccc2)N2CCOCC2)cc1 returned 14-3-3 PPI 3.7.
For COc1cccc(N2CCN(C(=O)c3ccc(N4C(=O)NC5CC4(C)Oc4ccccc45)cc3)CC2)c1 (stereo unspecified) the results were 14-3-3 PPI 2.3&-11.5.

Sorted by molar mass (low to high): part of the list above
O=S(=O)(NCCc1cn2ccccc2n1)c1cccs1 was read as 14-3-3 PPI -2.8.
For COc1cccc(N2CCN(C(=O)c3ccc(N4C(=O)NC5CC4(C)Oc4ccccc45)cc3)CC2)c1 (stereo unspecified) the results were 14-3-3 PPI 2.3&-11.5.
For COc1ccccc1CNC(=O)c1ccc(Cn2c(=O)c3ccccc3n(Cc3ccc(F)cc3)c2=O)cc1 the results were 14-3-3 PPI -5.5.

6 records drawn at random from the list so far, as already listed:
For O=C(CCn1c(=O)[nH]c2ccsc2c1=O)NCc1ccc2c(c1)OCO2 the results were 14-3-3 PPI -11.9.
`CCC(C)OC(=O)c1[nH]c2c(c1C)C(=O)CC(c1ccc(N(C)C)cc1)C2` (stereo unspecified) gave 14-3-3 PPI 1.3.
For COc1cccc(N2CCN(C(=O)c3ccc(N4C(=O)NC5CC4(C)Oc4ccccc45)cc3)CC2)c1 (stereo unspecified) the results were 14-3-3 PPI 2.3&-11.5.
For COc1ccccc1CNC(=O)c1ccc(Cn2c(=O)c3ccccc3n(Cc3ccc(F)cc3)c2=O)cc1 the results were 14-3-3 PPI -5.5.
For NC(=O)c1ccc(-n2nnnc2SCc2ccccc2)cc1 the results were 14-3-3 PPI -1.6.
COc1ccc(-c2cc(C(F)(F)F)c(C#N)c(SCC(=O)Nc3ccc(C)cc3)n2)cc1 was read as 14-3-3 PPI -6.9.

Next section
`CCOc1ccc(/C(O)=C2/C(=O)C(=O)N(CCCn3ccnc3)C2c2cccs2)cc1Cl` (stereo unspecified) gave 14-3-3 PPI 3.3.
`COc1ccc(OC)c(NC(=O)CN2CCN(C(=O)c3ccco3)CC2)c1` gave 14-3-3 PPI -10.4.
For COc1ccc(OC)c(NC(=O)c2c(NC(=O)CNCc3ccco3)sc3c2CCC3)c1 the results were 14-3-3 PPI -0.5.
CCCCN(CC)C(=O)C1c2cc(OC)c(OC)cc2C(=O)N(C)C1c1ccccc1F (stereo unspecified) was read as 14-3-3 PPI -7.1.
C=CCn1c(SCn2nnc3ccccc3c2=O)nnc1-c1ccc(Cl)cc1 was read as 14-3-3 PPI -8.5.
O=c1[nH]c2ccccc2nc1-c1ccccc1 was read as 14-3-3 PPI -2.6.
For Cc1ccc2oc(-c3cc(N=Cc4cccc(I)c4O)ccc3O)nc2c1 the results were 14-3-3 PPI -65.6.
`CCN(CC)S(=O)(=O)c1ccc(C(=O)Nc2cc(C)c3c(=O)oc4ccccc4c3n2)cc1` gave 14-3-3 PPI -32.1.
For CCOc1ccc(-c2csc(NC(=O)COc3c(C)ccc(C)c3C)n2)cc1 the results were 14-3-3 PPI -1.2.
O=C1N=c2ccccc2=C1c1sc(=S)n(CC2CCCO2)c1O (stereo unspecified) was read as 14-3-3 PPI 2.9.
CN(C)CCCN1C(=O)C(=O)/C(=C(/O)c2ccccc2)C1c1ccc(F)cc1 (stereo unspecified) was read as 14-3-3 PPI -5.2.
COc1cc(OC)c(NC(=O)CS(=O)(=O)Cc2nc(-c3ccc(C)cc3)oc2C)cc1Cl was read as 14-3-3 PPI -5.1.
For Cc1cc(C)n2c(SCC(=O)Nc3cc(C)on3)nnc2n1 the results were 14-3-3 PPI -3.0.
Screening CC(C)NS(=O)(=O)c1ccc(OCC(=O)Nc2ccc3c(c2)OCO3)c(Cl)c1 returned 14-3-3 PPI -6.4.
For CCOC(=O)c1ccc(NC(=O)CCc2c[nH]c3ccccc23)cc1 the results were 14-3-3 PPI 2.1.
For Cc1cccc(NSc2ccccc2[N+](=O)[O-])c1 the results were 14-3-3 PPI -12.1.
For COCCN1C(=O)c2ccccc2C(C(=O)Nc2cc(C)ccc2OC)C1c1cn(C)c2ccccc12 (stereo unspecified) the results were 14-3-3 PPI -4.7.
Screening O=C(NC(Cc1ccccc1)C(=O)N1CCN(c2ccccn2)CC1)c1ccco1 (stereo unspecified) returned 14-3-3 PPI -1.4.
Screening Nc1nc(COc2ccc3ccccc3c2)cs1 returned 14-3-3 PPI 6.2.
O=C(Cn1c(=O)oc2ccccc21)Nc1cccc2c1CCCC2 was read as 14-3-3 PPI -26.1.
Screening CCOC(=O)C1=C(C)C(C(C)=O)(C(N)=O)NC(C)=C1c1ccccc1 (stereo unspecified) returned 14-3-3 PPI -1.8.
`CCCCCc1ccc(S(=O)(=O)Nc2cnc3ccccc3c2)cc1` gave 14-3-3 PPI 0.5.
Screening COc1ccc(S(=O)(=O)N2CCC(C(=O)Nc3nnc(CCN4CCCCC4)s3)CC2)cc1 returned 14-3-3 PPI -6.0.
`CC(O)c1cccc(NC(=O)c2nn3c(c2Br)NC(c2ccc(Br)o2)CC3C(F)(F)F)c1` (stereo unspecified) gave 14-3-3 PPI -149.6.
`COCCNS(=O)(=O)c1cccc2cccnc12` gave 14-3-3 PPI 0.1.
CCC(c1nnnn1C1CCCCC1)N1CCN(C2CCCC2)CC1 (stereo unspecified) was read as 14-3-3 PPI -8.7.
CCN(CC)S(=O)(=O)C1CCS(=O)(=O)C1 (stereo unspecified) was read as 14-3-3 PPI 0.9.
For O=C(NCc1ccco1)c1ccc(CSCc2ccccc2Cl)o1 the results were 14-3-3 PPI -23.8.
`COc1cc(C(=O)NCCc2nc3ccccc3n2C)cc(OC)c1OC` gave 14-3-3 PPI 1.2.
O=C(NCc1ccc2c(c1)OCO2)c1cc2c(s1)CSC2 was read as 14-3-3 PPI -19.1.
Screening Cn1c(=O)n(-c2ccccc2)c(=O)c2c3c(sc21)COC(C)(C)C3 returned 14-3-3 PPI -1.3.
Screening O=C(NCCCNC(=O)NC1CCCCC1)NC1CCCCC1 returned 14-3-3 PPI 3.3.
Cc1ccc(OC(=O)CN2C(=O)c3ccccc3C2=O)c(-n2nc3ccccc3n2)c1 was read as 14-3-3 PPI -4.0.
Screening CCCC(=O)c1cc(F)c(N2CCN(C(=O)OCC)CC2)cc1C returned 14-3-3 PPI -5.4.
For CC(=O)NC1CC2CCCC(C1)N2CC(=O)Nc1ccccc1 (stereo unspecified) the results were 14-3-3 PPI -2.5.
`CCOc1ccc(S(=O)(=O)N(CC(=O)O)c2ccccc2)cc1` gave 14-3-3 PPI 2.8.
For O=C(NCCN1CCN(Cc2ccccc2)CC1)C1CC(=O)N(C2CCCC2)C1 (stereo unspecified) the results were 14-3-3 PPI -4.8&-1.5.
`O=C(NCc1cccnc1)c1cn(-c2ccccc2)nc1-c1cccs1` gave 14-3-3 PPI 3.5.
For COc1ccc(NC(=O)c2c(F)c(F)c(F)c(F)c2F)cc1Cl the results were 14-3-3 PPI -5.3.
COc1cccc(OCC(=O)Nc2ccccc2C(N)=O)c1 was read as 14-3-3 PPI -1.4.
For O=C(O)c1ccc(C(=O)c2ccc3c(c2)C(=O)N(c2ccccc2O)C3=O)cc1 the results were 14-3-3 PPI -7.5.
For COc1cc(OC)cc(C(=O)Nc2ccc(S(N)(=O)=O)cc2)c1 the results were 14-3-3 PPI -0.8.
Screening O=C(Cc1cccs1)Nc1ccc(-c2nnc(-c3ccco3)o2)cc1 returned 14-3-3 PPI -1.6.
COc1cccc2c1OC(c1ccccc1Cl)N1N=C(c3ccco3)CC21 (stereo unspecified) was read as 14-3-3 PPI -96.5.
Cc1ccc(NCCNc2ccc(C)cc2)cc1 was read as 14-3-3 PPI -4.6.
Screening O=C(CCn1c(=O)oc2ccccc21)N1CCN(c2ccccc2Cl)CC1 returned 14-3-3 PPI -14.2.
Screening Cc1cc(NC(=O)CC23CC4CC(C2)CC(CC(=O)Nc2cc(C)on2)(C4)C3)no1 returned 14-3-3 PPI 0.6.
